# Siah-1 displacement: Siah-1 peptide-binding antagonists, primary screen, biochemical, fluorescence polarization, rhodamine-plectin, uHTS (AID 1817); Siah-1 / rhodamine-plectin peptide fluorescence polarization; higher % means a stronger effect; hit rate 0.02% among 290,000; one-dose displacement, % at 20 µM; IC50 in µM for titrated hits;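 active = displacement of at least 50% at 20 µM, with a fluorescence ratio check between 0.3 and a set limit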;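 note: plate controls were Siah plus tracer with DMSO for no effect and tracer alone without Siah for full effect; strong numbers were not always called active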
# West Nile antiviral: West Nile virus antiviral activity, cell-based, CPE readout (AID 1621); CPE inhibition, % at 10 µM, or IC50 in µM where a hit was titrated; hit rate 0.02% among 290,000; West Nile virus-infected cells, CPE inhibition; higher % means a stronger effect; in the data active = a potency from the dose series; note: strong numbers were not always called active
# PhoP inhibition: PhoP-dependent GFP reporter repression – Salmonella Typhimurium, primary screen (AID 1863); S. Typhimurium PhoP-regulated promoter GFP reporter, 4 h; higher % means a stronger effect; inhibition, % at 50 µM, or IC50 in µM where a hit was titrated; hit rate 0.16% among 300,000;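 active = inhibition over 29.93%, a cutoff 3 SD above the screen mean, later confirmed by dose response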;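 note: 0% = low Mg2+ inducing control and 100% = high Mg2+ repressing control; strong numbers were not always called active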
# An asterisk follows results filed as active.
CC(=O)OC1CCC2(/C=N/O)C(=CCC3C4CCC(=O)C4(C)CCC32)C1 (stereo not given)
  Siah-1 displacement = 5%; West Nile antiviral = -1.0%; PhoP inhibition = 0%

O=C1NC(=O)C(Sc2ccccc2[N+](=O)[O-])C(=O)N1
  Siah-1 displacement = 0%; West Nile antiviral = -0.1%; PhoP inhibition = 4%

CCN1C(=O)NC(=O)/C(=C\c2cn(CC(=O)N3CCCCC3C)c3ccccc23)C1=O (stereo not given)
  Siah-1 displacement = 10%; West Nile antiviral = -0.7%; PhoP inhibition = -38%

CN1CC(C(=O)c2ccc(F)cc2)C(c2ccc(F)cc2)C1 (stereo not given)
  Siah-1 displacement = -5%; West Nile antiviral = -1.1%; PhoP inhibition = 9%

CC(=O)c1ccc(OCC(=O)N2CCCC(N(C)Cc3ccccc3)C2)cc1 (stereo not given)
  Siah-1 displacement = 4%; West Nile antiviral = -0.2%; PhoP inhibition = -3%

CCc1nc2ccccc2c(=O)n1-c1ccccc1OC
  Siah-1 displacement = 0%; West Nile antiviral = -1.0%; PhoP inhibition = 1%

O=C(CCN1CCCCC1)Nc1ccc(Cl)cc1C(=O)c1ccccc1
  Siah-1 displacement = 0%; West Nile antiviral = -0.5%; PhoP inhibition = -5%

Cc1ccc2c(c1)N(C(=O)CCC(=O)N1CCC3(CC1)OCCO3)CCO2
  Siah-1 displacement = 4%; West Nile antiviral = 0.0%; PhoP inhibition = 0%

Cc1ccc(OCCOc2cccc(C=C3C(=O)NC(=O)NC3=O)c2)cc1
  Siah-1 displacement = 0%; West Nile antiviral = -0.1%; PhoP inhibition = 2%

Clc1cccc(CNCCc2ccc3c(c2)OCO3)c1
  Siah-1 displacement = 5%; West Nile antiviral = -0.9%; PhoP inhibition = 8%

Cc1ccccc1N1CCN(C2CCCN(C(=O)COc3ccccc3)C2)CC1 (stereo not given)
  Siah-1 displacement = -1%; West Nile antiviral = -0.8%; PhoP inhibition = -5%

CN(c1ccccc1)c1ccc([N+](=O)[O-])c2nonc12
  Siah-1 displacement = -7%; West Nile antiviral = -1.8%; PhoP inhibition = 12%

CN1C(=O)N(C)C(=O)C2(Cc3cc([N+](=O)[O-])ccc3N3CCN(C(=O)c4ccccc4)CC32)C1=O (stereo not given)
  Siah-1 displacement = 5%; West Nile antiviral = 0.2%; PhoP inhibition = -1%

CC(Cc1ccccc1)NC(=O)C(c1ccc(N)cc1)c1ccc(N)cc1 (stereo not given)
  Siah-1 displacement = -1%; West Nile antiviral = 0.7%; PhoP inhibition = 0%

COc1ccc(CC(C)NC2CCCCCC2)cc1 (stereo not given)
  Siah-1 displacement = 0%; West Nile antiviral = -1.0%; PhoP inhibition = 10%

# Among those listed so far, these contain an aryl methoxy group.
CCc1nc2ccccc2c(=O)n1-c1ccccc1OC
  Siah-1 displacement = 0%; West Nile antiviral = -1.0%; PhoP inhibition = 1%

COc1ccc(CC(C)NC2CCCCCC2)cc1 (stereo not given)
  Siah-1 displacement = 0%; West Nile antiviral = -1.0%; PhoP inhibition = 10%

# Continuation.
Fc1ccc(CNCCc2c[nH]c3ccccc23)cc1
  Siah-1 displacement = 2%; West Nile antiviral = -0.7%; PhoP inhibition = 9%

COc1ccc(C(=O)C2CCCN(CCO)C2)c(C)c1 (stereo not given)
  Siah-1 displacement = 3%; West Nile antiviral = -0.2%; PhoP inhibition = -2%

NNC(=O)c1nc[nH]c1C(=O)Nc1ccc(Cl)cc1C(=O)c1ccccc1
  Siah-1 displacement = -2%; West Nile antiviral = 0.2%; PhoP inhibition = 1%

CN(C)C1C(=O)C(C(N)=O)=C(O)C2(O)C(=O)C3=C(O)c4c(O)cccc4C(C)(O)C3C(O)C12 (stereo not given)
  Siah-1 displacement = -2%; West Nile antiviral = 0.7%; PhoP inhibition = 1.7µM*

NS(=O)(=O)c1ccc(-c2ccc(C=C3C(=O)NC(=S)NC3=O)o2)cc1
  Siah-1 displacement = 0%; West Nile antiviral = -0.2%; PhoP inhibition = -5%

COc1ccccc1CNC(=O)CCC(=O)N1C[C@H]2C[C@@H](C1)c1cccc(=O)n1C2
  Siah-1 displacement = 3%; West Nile antiviral = 0.5%; PhoP inhibition = 6%

Cn1cc(/C=C2\C(=O)NC(=O)N(c3ccccc3)C2=O)c2ccccc21
  Siah-1 displacement = 5%; West Nile antiviral = -0.7%; PhoP inhibition = -12%

CCCCn1c(=O)c(C(=O)Nc2ccccc2Cl)c(O)c2ccccc21
  Siah-1 displacement = 3%; West Nile antiviral = -1.3%; PhoP inhibition = -6%

CC(C)(C)C(=O)Nc1ccc(S(=O)(=O)N2CC3CC(C2)c2cccc(=O)n2C3)cc1 (stereo not given)
  Siah-1 displacement = 8%; West Nile antiviral = 2.0%; PhoP inhibition = -3%

COc1ccc(C2=NS(=O)(=O)N(C)C(C(=O)N3CCC4(CC3)OCCO4)=C2)cc1OC
  Siah-1 displacement = 0%; West Nile antiviral = -0.8%; PhoP inhibition = -8%

O=c1c2ccccc2nc(/C=C/c2ccccc2)n1-c1ccc(O)cc1
  Siah-1 displacement = 4%; West Nile antiviral = 0.3%; PhoP inhibition = 0%

Cc1cc(C)cc(OCCOc2cccc(C=C3C(=O)NC(=O)NC3=O)c2)c1
  Siah-1 displacement = 13%; West Nile antiviral = 0.1%; PhoP inhibition = 2%

CC(=O)c1ccc(NC(=O)N2C[C@H]3C[C@@H](C2)c2cccc(=O)n2C3)cc1
  Siah-1 displacement = -1%; West Nile antiviral = -0.3%; PhoP inhibition = 3%

C=C1C2[C@H](OC(C)=O)[C@@H]3CC(=O)[C@]4(C)OC[C@@]3(C)[C@@]4(O)[C@@H](OC(C)=O)[C@H](OC(C)=O)[C@@]2(COC(=O)c2ccccc2)[C@@H](OC(C)=O)C[C@@H]1O (stereo not given in full)
  Siah-1 displacement = -2%; West Nile antiviral = -0.1%; PhoP inhibition = 12%

CCOc1cc(C2NCc3ccccc3-n3cccc32)ccc1OC (stereo not given)
  Siah-1 displacement = 0%; West Nile antiviral = -1.1%; PhoP inhibition = -5%

Cc1cc(OCC(=O)N2CCC(C(=O)O)(c3ccccc3)CC2)c2c(C)cc(=O)oc2c1
  Siah-1 displacement = 0%; West Nile antiviral = 0.0%; PhoP inhibition = 1%

CCC(=Nc1ccccc1N)c1c(O)[nH]c(=O)[nH]c1=O
  Siah-1 displacement = -6%; West Nile antiviral = 0.3%; PhoP inhibition = -6%

Cc1nc2ccc(Cl)cc2c(=O)n1-c1ccccc1Cl
  Siah-1 displacement = -2%; West Nile antiviral = -0.5%; PhoP inhibition = -7%

Cc1c(C)c2ccc(OCC(=O)N3CCC(C(=O)O)(c4ccccc4)CC3)c(C)c2oc1=O
  Siah-1 displacement = -1%; West Nile antiviral = 0.5%; PhoP inhibition = -1%

CN(C)C(=O)Oc1ccc2c(c1)O/C(=C\c1cccc([N+](=O)[O-])c1)C2=O
  Siah-1 displacement = 3%; West Nile antiviral = -1.1%; PhoP inhibition = -5%

Cc1cc(=O)oc2cc(OCC(=O)N3CCN(Cc4ccc5c(c4)OCO5)CC3)ccc12
  Siah-1 displacement = 0%; West Nile antiviral = 0.0%; PhoP inhibition = -2%

C#C[C@@]1(O)CCC2C3CCC4=C/C(=N/OCC(=O)NC(C(=O)NC(CC(C)C)C(=O)O)C(C)C)CC[C@]4(C)C3CC[C@@]21C (stereo not given in full)
  Siah-1 displacement = 6%; West Nile antiviral = -0.1%; PhoP inhibition = 9%

CCOc1ccccc1CN1C2CCC1CC(c1ccc(C)cc1)C2 (stereo not given)
  Siah-1 displacement = -1%; West Nile antiviral = -0.8%; PhoP inhibition = 2%

COc1ccccc1CCNCc1cccc(C(F)(F)F)c1
  Siah-1 displacement = 2%; West Nile antiviral = -0.1%; PhoP inhibition = 5%

O=[N+]([O-])c1ccc(CN2CC=C(c3ccccc3)CC2)cc1
  Siah-1 displacement = 2%; West Nile antiviral = -0.7%; PhoP inhibition = -7%

CS(=O)(=O)c1ccc(C(=O)N2CCC(C(=O)O)(c3ccccc3)CC2)cc1
  Siah-1 displacement = 3%; West Nile antiviral = -0.2%; PhoP inhibition = 5%

C=CCn1cc(C=C2C(=O)NC(=O)NC2=O)c2ccccc21
  Siah-1 displacement = 0%; West Nile antiviral = -0.9%; PhoP inhibition = -2%

O=C(Cn1cc(C=C2C(=O)NC(=O)NC2=O)c2ccccc21)NCC1CCCO1 (stereo not given)
  Siah-1 displacement = 14%; West Nile antiviral = -0.3%; PhoP inhibition = -2%

COc1ccc(N2C(=O)/C(=C/c3ccco3)C(=O)NC2=S)cc1
  Siah-1 displacement = 42%; West Nile antiviral = -0.8%; PhoP inhibition = 3%

O=C1CC(=O)N(Cc2ccccc2)C(=S)N1
  Siah-1 displacement = -2%; West Nile antiviral = 0.1%; PhoP inhibition = -6%

# By substructure, the compounds so far with sulfur.
O=C1NC(=O)C(Sc2ccccc2[N+](=O)[O-])C(=O)N1
  Siah-1 displacement = 0%; West Nile antiviral = -0.1%; PhoP inhibition = 4%

NS(=O)(=O)c1ccc(-c2ccc(C=C3C(=O)NC(=S)NC3=O)o2)cc1
  Siah-1 displacement = 0%; West Nile antiviral = -0.2%; PhoP inhibition = -5%

CC(C)(C)C(=O)Nc1ccc(S(=O)(=O)N2CC3CC(C2)c2cccc(=O)n2C3)cc1 (stereo not given)
  Siah-1 displacement = 8%; West Nile antiviral = 2.0%; PhoP inhibition = -3%

COc1ccc(C2=NS(=O)(=O)N(C)C(C(=O)N3CCC4(CC3)OCCO4)=C2)cc1OC
  Siah-1 displacement = 0%; West Nile antiviral = -0.8%; PhoP inhibition = -8%

CS(=O)(=O)c1ccc(C(=O)N2CCC(C(=O)O)(c3ccccc3)CC2)cc1
  Siah-1 displacement = 3%; West Nile antiviral = -0.2%; PhoP inhibition = 5%

COc1ccc(N2C(=O)/C(=C/c3ccco3)C(=O)NC2=S)cc1
  Siah-1 displacement = 42%; West Nile antiviral = -0.8%; PhoP inhibition = 3%

O=C1CC(=O)N(Cc2ccccc2)C(=S)N1
  Siah-1 displacement = -2%; West Nile antiviral = 0.1%; PhoP inhibition = -6%

# Compounds listed so far containing a furan ring, fused or not (two):
NS(=O)(=O)c1ccc(-c2ccc(C=C3C(=O)NC(=S)NC3=O)o2)cc1
  Siah-1 displacement = 0%; West Nile antiviral = -0.2%; PhoP inhibition = -5%

COc1ccc(N2C(=O)/C(=C/c3ccco3)C(=O)NC2=S)cc1
  Siah-1 displacement = 42%; West Nile antiviral = -0.8%; PhoP inhibition = 3%

# Single values from the entries so far:
# C=CCn1cc(C=C2C(=O)NC(=O)NC2=O)c2ccccc21 in Siah-1 displacement has 0%
# Cc1cc(OCC(=O)N2CCC(C(=O)O)(c3ccccc3)CC2)c2c(C)cc(=O)oc2c1 in PhoP inhibition has 1%
# COc1ccccc1CCNCc1cccc(C(F)(F)F)c1 in West Nile antiviral has -0.1%
# Cc1nc2ccc(Cl)cc2c(=O)n1-c1ccccc1Cl in West Nile antiviral has -0.5%

# Going on with the list.
CCOc1ccc(N2C(=O)CC(=O)NC2=O)cc1
  Siah-1 displacement = 3%; West Nile antiviral = -0.3%; PhoP inhibition = -2%

O=C1Nc2ccc(Br)cc2C(c2ccc(Cl)cc2)=NC1O (stereo not given)
  Siah-1 displacement = -4%; West Nile antiviral = -0.8%; PhoP inhibition = -4%

COc1ccc(OC)c(CNCCc2ccc(OC)c(OC)c2)c1
  Siah-1 displacement = 6%; West Nile antiviral = -0.5%; PhoP inhibition = 9%

O=C(c1cn(Cc2ccccc2F)c2ncccc12)C(F)(F)F
  Siah-1 displacement = -4%; West Nile antiviral = -0.4%; PhoP inhibition = 5%

COc1cc(C)c(CN2CC=C(c3ccc(F)cc3)CC2)cc1C
  Siah-1 displacement = -2%; West Nile antiviral = 0.1%; PhoP inhibition = -4%

O=C1NC(=O)C(=Cc2ccc(-c3ccc(F)cc3O)o2)C(=O)N1
  Siah-1 displacement = -3%; West Nile antiviral = 0.6%; PhoP inhibition = 8%

Cc1cnc(NC(=O)CN2CCCCC2)s1
  Siah-1 displacement = -3%; West Nile antiviral = -0.3%; PhoP inhibition = 5%

Cc1cc(/C=C2\C(=O)NC(=O)N(c3ccc(Br)cc3)C2=O)c(C)n1-c1cc(C(=O)O)cc(C(=O)O)c1
  Siah-1 displacement = 3%; West Nile antiviral = 0.1%; PhoP inhibition = -1%

COc1cccc(Oc2coc3cc(OC(=O)N(C)C)ccc3c2=O)c1
  Siah-1 displacement = 2%; West Nile antiviral = -0.8%; PhoP inhibition = 3%

COc1ccc(-c2nn(CCC#N)cc2C(=O)NCc2ccccc2)cc1OC
  Siah-1 displacement = -2%; West Nile antiviral = -0.4%; PhoP inhibition = -2%

O=C1Nc2ccc(Br)cc2C(c2ccccc2)=NC1O (stereo not given)
  Siah-1 displacement = 5%; West Nile antiviral = 0.2%; PhoP inhibition = 9%

CC1=C2C(=O)C3C(CC=C4CC(O)CCC43C)C2CCC12OC1CC(C)CNC1C2C (stereo not given)
  Siah-1 displacement = 3%; West Nile antiviral = -0.9%; PhoP inhibition = 5%

O=C(O)C1C2CCC(O2)C1C(=O)Nc1ccc(F)c(F)c1 (stereo not given)
  Siah-1 displacement = 11%; West Nile antiviral = -0.1%; PhoP inhibition = -3%

CCCCn1c(=O)c(C(=O)Nc2cccc(C)c2)c(O)c2ccccc21
  Siah-1 displacement = 3%; West Nile antiviral = -1.8%; PhoP inhibition = -2%

CC(N)Cc1cn(Cc2ccccc2)c2ccccc12 (stereo not given)
  Siah-1 displacement = 10%; West Nile antiviral = -1.7%; PhoP inhibition = -6%

c1ccc(CCNC2CCCCCC2)cc1
  Siah-1 displacement = 2%; West Nile antiviral = -0.3%; PhoP inhibition = 0%

# Only part of the results is shown (hit frequency here may not be typical).
